Hck Nef HTS: inhibitors of Nef-activated human Hck kinase, primary screen, biochemical, Z-Lyte FRET, 384-well, Hck-YEEI; Tyrosine-protein kinase HCK (Homo sapiens), P08631; Recombinant Hck-YEEI plus Nef, Z-Lyte FRET kinase assay; inhibition, % at 20 µM; 0.68% of 220,000 active;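 active means Hck-Nef kinase inhibition above about 50%, limit read from the data; inactive means inhibition below that limit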;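 further: 0% = DMSO with Hck plus Nef and 100% = Hck alone without Nef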
FXIa inh 1536: human FXIa protease inhibitors, primary screen, biochemical, 1536-well; Coagulation factor XI (Homo sapiens), P03951; purified FXIa, Boc-Glu-Ala-Arg-AMC fluorogenic substrate; inhibition, % at 5 µM; 0.14% of 220,000 active; AID 798, 2007;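 active means inhibition of at least 40%; inactive means inhibition below 40%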;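 further: fluorescence of freed AMC excited at 355 nm; 0% = enzyme without compound and 100% = no enzyme blank; many of its hits are not listed in these tables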
KCC2 mod: KCC2 cotransporter modulators, thallium flux, primary screen, cell-based, HEK293 KCC2, FluoZin-2 fluorescence, MLSMR; Solute carrier family 12 member 5 (Homo sapiens), Q9H2X9; KCC2 cells, thallium flux FluoZin-2 fluorescence; B-score of Tl+ flux slope (higher = more flux/activation; lower = inhibition) at 10 µM; 2.2% of 190,000 active;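 active means thallium flux slope and its plate-corrected score both differing from the plate sample mean at a set confidence after two filtering rounds, in either direction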;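 further: slope of fluorescence scaled to starting intensity during 10 to 20 s after thallium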
FXIIa inh 1536: human FXIIa protease inhibitors, primary screen, biochemical, 1536-well; purified FXIIa, Boc-QGR-AMC fluorogenic substrate, 2 h; 0.3% of 220,000 active; AID 800, 2007; inhibition, % at 5 µM; in the data active means inhibition above about 40%;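 further: 0% = enzyme with no compound and 100% = blank without enzyme; many of its hits are not listed in these tables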
Target sequence (P00748 20-372 limits assumed): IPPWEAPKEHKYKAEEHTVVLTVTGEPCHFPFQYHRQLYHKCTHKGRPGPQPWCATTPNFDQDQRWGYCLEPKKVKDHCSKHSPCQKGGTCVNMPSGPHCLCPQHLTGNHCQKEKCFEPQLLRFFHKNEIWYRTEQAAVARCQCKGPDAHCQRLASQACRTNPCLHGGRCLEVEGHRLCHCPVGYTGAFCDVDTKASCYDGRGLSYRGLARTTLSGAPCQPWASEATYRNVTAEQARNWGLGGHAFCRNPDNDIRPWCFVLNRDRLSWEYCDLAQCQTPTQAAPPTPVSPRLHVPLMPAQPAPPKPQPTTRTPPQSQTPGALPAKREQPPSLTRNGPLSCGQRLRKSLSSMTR
Target sequence (P00748 373-615 limits assumed): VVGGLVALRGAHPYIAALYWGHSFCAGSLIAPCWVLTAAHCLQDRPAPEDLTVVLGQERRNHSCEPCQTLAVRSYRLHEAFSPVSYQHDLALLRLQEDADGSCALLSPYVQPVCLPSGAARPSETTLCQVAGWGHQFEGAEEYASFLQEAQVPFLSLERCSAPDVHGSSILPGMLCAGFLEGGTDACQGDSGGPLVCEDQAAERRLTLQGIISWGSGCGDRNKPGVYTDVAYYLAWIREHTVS
zVAD death inh: inhibitors of zVAD-triggered necroptosis, primary screen, L929 cells; AID 1377, 2008; 0.38% of 220,000 active; viability rescue, % at 10 µM; L929 zVAD necroptosis rescue, ATP luminescence, 24 h; with zVAD 60 µM;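 active means activation, scaled between plate controls, above about 75%, limit read from the data; inactive means activation under that limit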;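 further: 0% = zVAD with DMSO and 100% = DMSO alone without zVAD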
TNF death inh: inhibitors of TNF-alpha triggered necroptosis, primary screen, cell-based, Jurkat FADD-/-, single concentration; Jurkat FADD-/- TNF necroptosis rescue, ATP luminescence, 24 h; 0 = TNF only, 100 = no-TNF cells; activation (protection from cell death), % at 10 µM; 0.068% of 220,000 active; AID 463075, 2010;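 active means activation, meaning protection from cell death, of at least 50% relative to plate controls; inactive means activation below 50%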;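 further: necroptosis triggered by 40 ng/mL TNF-alpha added together with compound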
Rad51 HR inh: human RAD51 strand exchange inhibitors, primary screen, biochemical, fluorescence. DNA repair protein RAD51 homolog 1 (Homo sapiens), Q06609. hRad51 DNA strand exchange, fluorescence dequenching. inhibition, % at 10 µM. 0.085% of 200,000 active. AID 1385, 2008;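 active means inhibition above 40% at the single screening dose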;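 further: 0% = DMSO control wells and 100% = blanks with heterologous ssDNA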
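Assay system: Human Rad51 nucleoprotein filaments preassembled on unlabelled ssDNA | Reagent: Donor/quencher-labelled 47-bp dsDNA substrate | Doses: One concentration, 10 µM final | Times: 37 °C 15-min filament assembly, 30-min compound preincubation, 15-min exchange | Technique: Fluorescein emission 520 nm, excitation 485 nm | Benchmarks: Plate control and blank wells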
hK5 inh: human KLK5 protease inhibitors, primary screen, biochemical, 1536-well. recombinant hK5, fluorogenic AMC substrate cleavage. inhibition, % at 5 µM. 0.59% of 210,000 active;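 active means inhibition of 40% or more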;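 further: 0% = enzyme controls without compound and 100% = no-enzyme blanks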
Target sequence (Q9Y337 67-293 limits assumed): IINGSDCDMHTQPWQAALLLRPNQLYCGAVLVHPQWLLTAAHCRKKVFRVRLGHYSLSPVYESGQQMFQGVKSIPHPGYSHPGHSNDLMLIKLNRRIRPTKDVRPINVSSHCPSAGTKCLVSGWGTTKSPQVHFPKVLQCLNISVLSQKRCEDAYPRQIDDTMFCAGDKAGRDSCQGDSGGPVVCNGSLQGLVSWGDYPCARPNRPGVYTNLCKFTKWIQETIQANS
thrombin 1536: human alpha-thrombin inhibitors, primary screen, counter-screen for coagulation protease inhibitor project, biochemical, 1536-well, fluorogenic AMC substrate; inhibition, % at 5 µM; Prothrombin (Homo sapiens), P00734; Boc-VPR-AMC fluorogenic substrate cleavage; 0.26% of 220,000 active;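 active means inhibition at or above 40%; inactive means inhibition below 40%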;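 further: 0% = enzyme with no compound and 100% = wells without enzyme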
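Assay system: human alpha-thrombin enzyme. Reagent: Boc-VPR-AMC substrate, 15 µM final. Compound dosing: one concentration per compound, 5 µM, with 0.2% DMSO. Incubation: room-temperature reaction. Technique: AMC fluorescence, 355/460 nm. Measure: % inhibition relative to enzyme controls and enzyme-free blanks.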
Starred values were filed as active, the others as inactive.

What do the screens show for `CN1CCC(=NNC(=O)COc2ccc(Cl)cc2)CC1`?
Hck Nef HTS: -10.5; FXIa inh 1536: 1.6; KCC2 mod: 0.162; FXIIa inh 1536: 8.0; zVAD death inh: 1.5; TNF death inh: 0.5; Rad51 HR inh: -6.6; hK5 inh: -0.8; thrombin 1536: -2.9

What do the screens show for `COc1cc2c(cc1OC)CN(C(=O)CSc1nnc3scc(-c4ccccc4)n13)CC2`?
Hck Nef HTS: 1.2; FXIa inh 1536: 5.4; KCC2 mod: -1.19; FXIIa inh 1536: 13.0; TNF death inh: -0.5; Rad51 HR inh: -3.5; hK5 inh: -13.6; thrombin 1536: -8.1

Results for COc1cccc(NC(=S)N2CCCC2c2ccc(OC)c(OC)c2)c1 (stereo not drawn) ?
Hck Nef HTS: 11.7; FXIa inh 1536: 1.8; KCC2 mod: 1.44; FXIIa inh 1536: 9.7; zVAD death inh: 0.4; TNF death inh: 2.0; thrombin 1536: 2.4

How did CC1CCN(C(=O)CSc2ccc(-c3cccc([N+](=O)[O-])c3)nn2)CC1 do in these assays?
Hck Nef HTS: -7.0; FXIa inh 1536: 2.8; KCC2 mod: 0.0273; zVAD death inh: 4.0; TNF death inh: -0.2; Rad51 HR inh: -2.0; hK5 inh: 1.6; thrombin 1536: -0.3

How did Cc1cccc(-c2nc3ccccc3c(=O)n2NC(=O)c2cccs2)c1 do in these assays?
Hck Nef HTS: 4.8; FXIa inh 1536: 2.3; KCC2 mod: 0.529; FXIIa inh 1536: 9.5; zVAD death inh: 0.0; TNF death inh: -0.2; Rad51 HR inh: -1.2; hK5 inh: -2.5; thrombin 1536: -3.4

What do the screens show for `CCC(C)N(C)Cc1cccc(C2(O)CCN(S(=O)(=O)c3ccc(F)c(C)c3)CC2)c1` (stereo not drawn)?
Hck Nef HTS: -1.4; FXIa inh 1536: 2.5; KCC2 mod: 0.879; FXIIa inh 1536: 15.2; TNF death inh: -6.1; hK5 inh: 30.5; thrombin 1536: 21.4

How did C/C=C/c1ccc(OCC(=O)Nc2ccc(OC)c(OC)c2)c(OC)c1 do in these assays?
Hck Nef HTS: -30.1; FXIa inh 1536: -2.4; KCC2 mod: -1.07; zVAD death inh: 2.0; TNF death inh: 0.8; Rad51 HR inh: -3.2; hK5 inh: -1.6; thrombin 1536: -5.7

Results for COc1ccc(Cl)cc1C(=O)NNC(=O)CSc1nnnn1C ?
Hck Nef HTS: 20.8; FXIa inh 1536: -0.3; KCC2 mod: 0.122; FXIIa inh 1536: -4.2; zVAD death inh: 2.4; TNF death inh: 2.0; Rad51 HR inh: -5.7; hK5 inh: -6.2; thrombin 1536: -3.0

Results for Cc1cc2nnc(SCC(=O)Nc3cccc(S(=O)(=O)N4CCOCC4)c3)n2c2ccccc12 ?
Hck Nef HTS: 1.7; FXIa inh 1536: 6.6; KCC2 mod: -3.01; FXIIa inh 1536: 12.4; zVAD death inh: -0.1; TNF death inh: 1.9; Rad51 HR inh: -9.9; hK5 inh: -13.0; thrombin 1536: -8.1

What do the screens show for `O=C(Nc1nc2cc(Cl)ccc2s1)C1CCCN(S(=O)(=O)c2cccc3cccnc23)C1` (stereo not drawn)?
Hck Nef HTS: 0.4; FXIa inh 1536: 5.4; KCC2 mod: 0.712; FXIIa inh 1536: 12.0; zVAD death inh: 2.9; TNF death inh: -0.9; Rad51 HR inh: -0.4; hK5 inh: -23.1; thrombin 1536: -4.6

Results for CCOc1cc(NC(=O)c2ccco2)c(OCC)cc1NC(=O)Cc1cccc(OC)c1 ?
Hck Nef HTS: 0.9; FXIa inh 1536: 1.5; FXIIa inh 1536: 6.3; zVAD death inh: 0.3; TNF death inh: 0.5; Rad51 HR inh: -9.3; hK5 inh: -30.3; thrombin 1536: 2.0

What do the screens show for `O=C(COC(=O)c1ncc(Cl)c(Cl)c1Cl)Nc1ccccc1OC(F)F`?
Hck Nef HTS: -2.4; FXIa inh 1536: -4.2; KCC2 mod: -0.965; FXIIa inh 1536: 1.4; zVAD death inh: 0.5; TNF death inh: 5.5; Rad51 HR inh: 7.6; hK5 inh: -3.0; thrombin 1536: -5.3

How did CCn1ccnc1CN(C)Cc1cn(-c2ccc(C)cc2)nc1-c1ccc(F)cc1 do in these assays?
Hck Nef HTS: 20.2; FXIa inh 1536: -1.5; FXIIa inh 1536: 9.1; zVAD death inh: 0.2; TNF death inh: 3.0; Rad51 HR inh: 12.7; hK5 inh: 1.4; thrombin 1536: -13.4

Results for C(=N\Nc1nc2ccccc2s1)/c1cccs1 ?
Hck Nef HTS: -0.1; FXIa inh 1536: -8.9; KCC2 mod: 1.15; FXIIa inh 1536: 1.3; zVAD death inh: 81.8*; TNF death inh: 10.2; Rad51 HR inh: -3.3; hK5 inh: -10.9; thrombin 1536: 0.9

What do the screens show for `CCOC(=O)c1cnc(-n2nc(C)cc2C)nc1NC1CCCC1`?
Hck Nef HTS: 14.8; FXIa inh 1536: 3.1; KCC2 mod: 0.41; FXIIa inh 1536: 2.3; zVAD death inh: 0.2; TNF death inh: -9.4; Rad51 HR inh: -16.9; hK5 inh: 1.9; thrombin 1536: 0.4

What do the screens show for `CCOc1ccc(NC(=S)Nc2ccc(OCC)cc2)cc1`?
Hck Nef HTS: 18.5; FXIa inh 1536: -6.7; KCC2 mod: 0.443; FXIIa inh 1536: 1.5; zVAD death inh: 0.1; TNF death inh: 0.0; Rad51 HR inh: -4.4; hK5 inh: -2.1; thrombin 1536: -10.8

Results for Cc1ccc(NC(=O)c2cn(CCC#N)nc2-c2cccs2)c([N+](=O)[O-])c1 ?
Hck Nef HTS: -1.3; FXIa inh 1536: -1.1; KCC2 mod: 0.409; FXIIa inh 1536: 6.7; zVAD death inh: -0.2; TNF death inh: -2.6; Rad51 HR inh: 5.5; hK5 inh: -1.1; thrombin 1536: -8.8

Results for CCOC(=O)C1=C(O)C(=O)N(Cc2cccnc2)C1c1ccc(OC)cc1 (stereo not drawn) ?
Hck Nef HTS: 8.6; FXIa inh 1536: 5.2; KCC2 mod: 1.18; FXIIa inh 1536: 13.8; zVAD death inh: -0.2; TNF death inh: 0.3; Rad51 HR inh: 7.7; hK5 inh: -1.6; thrombin 1536: -0.3

Results for Cc1ccc(-n2c(C)cc(C)c(C#N)c2=O)cc1Cl ?
Hck Nef HTS: -24.3; FXIa inh 1536: 4.4; KCC2 mod: 0.345; FXIIa inh 1536: 10.8; zVAD death inh: 0.2; TNF death inh: 1.1; Rad51 HR inh: -2.5; hK5 inh: -10.2; thrombin 1536: 2.6

What do the screens show for `COc1ccc(OC)c(NC(=O)CSc2ncccc2C(=O)O)c1`?
Hck Nef HTS: 0.0; FXIa inh 1536: 3.8; KCC2 mod: 0.171; FXIIa inh 1536: 6.3; zVAD death inh: 0.3; TNF death inh: -0.8; Rad51 HR inh: 6.0; hK5 inh: -23.4; thrombin 1536: -4.8

How did O=C(NC1CC1)c1ccc2c(c1)NC(=O)c1ccccc1S2 do in these assays?
Hck Nef HTS: 3.9; FXIa inh 1536: 0.7; KCC2 mod: -0.0671; FXIIa inh 1536: 10.1; zVAD death inh: 0.8; TNF death inh: 0.6; Rad51 HR inh: 2.0; hK5 inh: 2.5; thrombin 1536: -5.5

What do the screens show for `O=C1NC(c2ccc(Cl)c([N+](=O)[O-])c2)Nc2ccccc21` (stereo not drawn)?
Hck Nef HTS: -19.7; FXIa inh 1536: 1.2; KCC2 mod: 1.5; FXIIa inh 1536: 5.0; zVAD death inh: -0.4; TNF death inh: 1.1; Rad51 HR inh: 3.6; hK5 inh: 4.2; thrombin 1536: -6.5

What do the screens show for `Cn1c(C(C#N)/C(=N\S(=O)(=O)c2cccs2)c2ccccc2)nc2ccccc21` (stereo not drawn)?
Hck Nef HTS: 2.5; FXIa inh 1536: -7.4; KCC2 mod: -1.17; FXIIa inh 1536: 1.0; zVAD death inh: -0.1; TNF death inh: -0.5; Rad51 HR inh: -1.4; hK5 inh: -25.5; thrombin 1536: -1.1

What do the screens show for `O=C(COC(=O)c1ccc(Br)o1)Nc1nc2c(F)c(F)c(F)cc2s1`?
Hck Nef HTS: 36.5; FXIa inh 1536: -2.1; KCC2 mod: 1.11; FXIIa inh 1536: 6.3; zVAD death inh: 0.6; TNF death inh: -1.0; hK5 inh: -2.0; thrombin 1536: -11.3

How did COC(=O)c1sc(S(=O)(=O)NCCC(=O)O)c(C(=O)OC)c1C do in these assays?
Hck Nef HTS: 22.5; FXIa inh 1536: -2.7; KCC2 mod: 0.0799; FXIIa inh 1536: 1.9; zVAD death inh: 2.1; TNF death inh: 2.6; Rad51 HR inh: -1.1; hK5 inh: -2.9; thrombin 1536: -5.0

What do the screens show for `OCCOCCOc1ccc(-c2nn[nH]n2)cc1`?
Hck Nef HTS: 31.6; FXIa inh 1536: -0.6; KCC2 mod: 0.471; FXIIa inh 1536: 9.9; zVAD death inh: -0.8; TNF death inh: 1.0; Rad51 HR inh: 11.9; hK5 inh: 1.5; thrombin 1536: -2.9

How did Cc1ccc(S(=O)(=O)Nc2csc(C)c2C(=O)O)cc1 do in these assays?
Hck Nef HTS: 20.0; FXIa inh 1536: 3.8; KCC2 mod: 0.476; FXIIa inh 1536: 11.4; zVAD death inh: -0.1; TNF death inh: -0.3; Rad51 HR inh: -8.9; hK5 inh: 2.8; thrombin 1536: 3.8

How did Cc1ccccc1C(=O)N1CCN(c2ccc([N+](=O)[O-])c(NCc3ccco3)c2)CC1 do in these assays?
Hck Nef HTS: 0.0; FXIa inh 1536: 8.7; KCC2 mod: -0.0165; FXIIa inh 1536: 15.2; zVAD death inh: -0.1; TNF death inh: -8.8; Rad51 HR inh: -15.8; hK5 inh: -11.6; thrombin 1536: 3.6

What do the screens show for `CCOc1ccc2nc(NCCNC(=O)Nc3cccc(C)c3)c(C#N)cc2c1`?
Hck Nef HTS: 4.4; FXIa inh 1536: -1.4; KCC2 mod: 0.593; FXIIa inh 1536: 9.0; zVAD death inh: 0.3; TNF death inh: 0.7; Rad51 HR inh: 6.3; hK5 inh: -3.5; thrombin 1536: -0.5

Two records picked at random from the list so far:
What do the screens show for `CCOc1ccc2nc(NCCNC(=O)Nc3cccc(C)c3)c(C#N)cc2c1`?
Hck Nef HTS: 4.4; FXIa inh 1536: -1.4; KCC2 mod: 0.593; FXIIa inh 1536: 9.0; zVAD death inh: 0.3; TNF death inh: 0.7; Rad51 HR inh: 6.3; hK5 inh: -3.5; thrombin 1536: -0.5

How did COC(=O)c1sc(S(=O)(=O)NCCC(=O)O)c(C(=O)OC)c1C do in these assays?
Hck Nef HTS: 22.5; FXIa inh 1536: -2.7; KCC2 mod: 0.0799; FXIIa inh 1536: 1.9; zVAD death inh: 2.1; TNF death inh: 2.6; Rad51 HR inh: -1.1; hK5 inh: -2.9; thrombin 1536: -5.0

From PubChem

This is a subset (hit frequency here may not be typical).
